Compound activity (PubChem BioAssay)
SMARCA2 act: SMARCA2 (BRM) function activators, primary screen, cell-based, luminescence, high throughput; MG213 cells, MMTV-luciferase reporter, dexamethasone, overnight; activation, % at 9.1 µM; 370,000 tested, 1% active; AID 652017, 2013; in the data active = activation above about 7.8%;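 note: 0% = vehicle wells and 100% = reference activator wells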
GAA850 FXN act: FXN promoter activators, primary screen, cell-based, luciferase luminescence, HEK293 lucGAA850 | HEK293 lucGAA850 FXN promoter luciferase reporter, 24 h; percent of 10 µM SAHA response | activation, % at 6 µM | 360,000 tested, 0.56% active;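 active = activation above the average of all compounds screened plus 3 SD, cutoff fixed separately per campaign, cut at about 7.5% in these data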;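 note: 0% = DMSO wells and 100% = 10 µM SAHA wells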
sPLA2-III inh: human group III sPLA2 inhibitors, primary screen, biochemical, QFRET, BODIPY PC-A2 liposome substrate. inhibition, % at 12.2 µM. QFRET BODIPY PC-A2 liposome hydrolysis, fluorescence. 370,000 tested, 0.56% active;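 active = inhibition above mean plus 3 SD of compounds lying within the high and low control bounds, cut at about 19% in these data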;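 note: 0% = median of test compound wells and 100% = no enzyme DMSO wells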
ssDAF12 agonist: S. stercoralis DAF-12 nuclear receptor activators, primary screen, cell-based, luminescence, HEK293, GRIP1 co-expression, lit1-tk-luc; Nuclear hormone receptor DAF-12 (Strongyloides stercoralis); activation, % at 6.8 µM; 370,000 tested, 1% active; HEK293 ssDAF-12/GRIP1 lit1-tk-luc reporter; % of 3 µM dafachronic acid response;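 active = activation above the mean over all tested compounds plus 3 SD, cut at about 0.9% in these data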;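 note: 0% = DMSO-only wells and 100% = 3 µM delta7-dafachronic acid wells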
NPR1 activator: GC-A stimulated cGMP production enhancers – HEK293 GC-A cells, cGMP TR-FRET, EC30 ANP, primary screen. activation, % at 10 µM. 0% at EC30 ANP, 100% saturating ANP. Atrial natriuretic peptide receptor 1 (Homo sapiens), P16066. 370,000 tested, 0.14% active. AID 1671463, 2021; in the data active = activation above about 40%
Target sequence (P16066 whole entry, looked up): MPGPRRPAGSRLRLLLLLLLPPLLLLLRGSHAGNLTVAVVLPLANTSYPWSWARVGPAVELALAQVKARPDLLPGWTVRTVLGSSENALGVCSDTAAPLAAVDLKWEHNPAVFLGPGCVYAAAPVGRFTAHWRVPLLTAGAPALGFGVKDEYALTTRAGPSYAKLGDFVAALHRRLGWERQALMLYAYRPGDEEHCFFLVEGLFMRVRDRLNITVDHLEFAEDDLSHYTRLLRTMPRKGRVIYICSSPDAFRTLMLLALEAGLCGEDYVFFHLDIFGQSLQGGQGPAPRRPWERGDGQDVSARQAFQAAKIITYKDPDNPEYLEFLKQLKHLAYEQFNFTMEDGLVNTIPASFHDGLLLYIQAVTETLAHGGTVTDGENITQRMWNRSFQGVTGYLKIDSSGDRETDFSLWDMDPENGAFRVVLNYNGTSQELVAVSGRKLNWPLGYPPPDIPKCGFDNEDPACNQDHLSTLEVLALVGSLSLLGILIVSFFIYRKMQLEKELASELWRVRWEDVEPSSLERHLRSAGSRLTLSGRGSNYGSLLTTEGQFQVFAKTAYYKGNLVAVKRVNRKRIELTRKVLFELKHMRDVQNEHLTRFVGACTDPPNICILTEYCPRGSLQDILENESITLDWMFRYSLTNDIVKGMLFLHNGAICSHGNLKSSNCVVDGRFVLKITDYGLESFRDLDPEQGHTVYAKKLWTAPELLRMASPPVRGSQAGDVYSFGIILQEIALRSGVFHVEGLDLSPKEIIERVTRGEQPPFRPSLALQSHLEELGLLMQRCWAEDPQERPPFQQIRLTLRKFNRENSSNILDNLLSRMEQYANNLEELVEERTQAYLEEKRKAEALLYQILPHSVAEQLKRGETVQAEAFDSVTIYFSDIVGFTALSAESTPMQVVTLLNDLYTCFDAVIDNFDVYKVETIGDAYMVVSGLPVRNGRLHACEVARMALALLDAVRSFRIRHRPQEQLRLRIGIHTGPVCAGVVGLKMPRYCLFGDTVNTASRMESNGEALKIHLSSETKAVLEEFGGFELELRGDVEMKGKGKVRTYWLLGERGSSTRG
DAX1 inh-1: DAX1 (NR0B1) inhibitors on StAR promoter, primary screen, cell-based, luminescence, SF-1 (NR5A1), full-length DAX-1. HEK293T StAR-luciferase reporter, SF-1/DAX-1 repression relief. inhibition, % at 6.8 µM. 370,000 tested, 1.1% active. AID 652010, 2013;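 active = inhibition above the mean over all tested compounds plus 3 SD, cut at about 3.6% in these data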;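 note: 0% = DAX-1 cells with DMSO and 100% = cells lacking DAX-1 with DMSO; higher inhibition means more luminescence from relief of DAX-1 repression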
ADAM10 inh: human ADAM10 inhibitors, primary screen, biochemical, QFRET, HTS. Disintegrin and metalloproteinase domain-containing protein 10 (Homo sapiens), O14672. recombinant ADAM10, EDANS/DABCYL FRET peptide cleavage, 3 h. inhibition, % at 7 µM. 370,000 tested, 0.62% active;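 active = inhibition above a per-campaign cutoff equal to the mean of compounds falling between control-based bounds plus 3 SD, cut at about 20% in these data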;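 note: 0% = DMSO wells while the 100% control is not disclosed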
DAX1 inh-2: DAX1 (NR0B1) inhibitors, primary screen, cell-based, HEK293, Gal4-DAX1, luciferase luminescence; Nuclear receptor subfamily 0 group B member 1 (Homo sapiens), P51843; HEK293 Gal4-DAX1 luciferase reporter; inhibition, % at 6.75 µM; 340,000 tested, 0.99% active; AID 504766, 2011;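 active = inhibition above the mean over all tested compounds plus 3 SD, cut at about 4.2% in these data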;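 note: 0% = DAX1-transfected cells with DMSO and 100% = empty-vector control cells with DMSO; inhibition shows as a rise in luminescence from relieved DAX1 repression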
NPR2 activator: human GC-B receptor activators, primary screen, HEK293 GC-B cells, cGMP TR-FRET, EC30 CNP. AID 1920062, 2024. Atrial natriuretic peptide receptor 2 (Homo sapiens), P20594. 0% at EC30 CNP, 100% saturating CNP. activation, % at 10 µM. 370,000 tested, 0.11% active;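 active = activation at 10 µM reaching about 35% in either raw or pattern-adjusted values, limit read from the data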
hcDAF12 agonist: H. contortus DAF-12 nuclear receptor activators, primary screen, cell-based, luminescence, HEK293, lit1-tk-luc reporter | 370,000 tested, 1.4% active | AID 652067, 2013 | HEK293 hcDAF-12 lit1-tk-luc reporter; 0% DMSO, 100% Δ7-dafachronic acid | activation, % at 6.8 µM;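 active = activation above the mean of all tested compounds plus 3 SD, cut at about 5.5% in these data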;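 note: 100% = response to 3 µM Δ7-dafachronic acid high control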
hgDAF12 agonist: H. glycines DAF-12 receptor agonists, primary screen, cell-based, luminescence, HEK293, GAL4 fusion, UAS-luciferase; HEK293 GAL4-hgDAF12 UAS-luciferase reporter, agonist luminescence; normalized to butyrate control; Nuclear hormone receptor DAF-12 (Heterodera glycines), GAL4 fusion; 370,000 tested, 1.8% active; activation, % at 6.8 µM;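 active = activation above a cutoff set at the mean of all screened compounds plus 3 SD, cut at about 10% in these data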;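 note: 0% = DMSO wells and 100% = sodium butyrate wells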
* marks the source's active call; other numbers are inactive results; · = no result given. Not a hit list; about 6.6% have a hit in one of these screens.

no.	mol	SMARCA2 act	GAA850 FXN act	sPLA2-III inh	ssDAF12 agonist	NPR1 activator	DAX1 inh-1	ADAM10 inh	DAX1 inh-2	NPR2 activator	hcDAF12 agonist	hgDAF12 agonist
1	Cc1ccc2nc(N3CCN(C(=O)c4cccs4)CC3)c(C#N)cc2c1	-3.3	0.1	-24.4	0.1	-3.6	0.4	-404.3	1.8	-7.1	1.4	7.0
2	Cc1oc2cc3oc(=O)c(CCC(=O)NC4CC4)c(C)c3cc2c1C	-0.8	1.9	-0.7	-1.2	8.9	1.5	-99.5	1.9	-2.0	-1.3	0.8
3	CC(=O)c1cccc(N2C(=O)CC(N3CCN(S(=O)(=O)c4ccccc4F)CC3)C2=O)c1 (stereo unspecified)	-6.9	-1.0	5.8	-0.7	0.7	-0.8	-7.0	0.6	-0.1	-0.1	-1.0
4	O=[N+]([O-])c1ccc2c(c1)[nH]c(=S)n2-c1ccccc1	2.1	2.3	12.9	-1.3	-1.4	-0.2	10.7	2.2	-1.7	0.7	-0.8
5	CCOc1ccc(-c2ccc(SCC(=O)NCC3CCCO3)nn2)cc1 (stereo unspecified)	-1.2	3.8	0.3	-0.6	4.1	2.5	-9.2	0.8	-2.8	3.7	8.9
6	Cc1ccc(S(=O)(=O)N2CCCCC2)cc1NC(=O)CSc1nnc(N)s1	0.4	1.0	-7.8	-0.7	0.3	0.1	-1.0	0.1	-2.9	-0.7	-0.5
7	O=C(OCC#CCSc1nnc(-c2cccc3ccccc23)o1)c1ccc2ccccc2c1	0.8	0.4	11.0	-1.5	-3.9	-0.3	-7.2	1.9	0.0	0.2	-1.1
8	CCCCNC(=O)C1(C)CCN1C(=O)c1cccnc1Oc1ccccc1 (stereo unspecified)	-2.0	0.8	13.0	-1.9	5.1	-0.6	-17.5	·	-0.3	-3.9	0.7
9	CC1(C)CC(NC(=O)C2CCN(S(=O)(=O)c3ccc(Cl)c(C(F)(F)F)c3)CC2)CC(C)(C)N1	-0.3	-0.4	-1.9	-1.3	1.9	0.6	-6.6	-0.2	3.0	1.7	-0.5
10	COc1cccc(C(=O)/C=C/Nc2ccc(S(=O)(=O)Nc3ncccn3)cc2)c1	4.3	5.6	-9.0	-0.9	0.8	2.1	-6.8	0.4	2.5	0.2	3.6
11	COc1cc(NC(=O)COc2ccc(-n3cnnn3)cc2)c(OC)cc1Cl	3.2	2.1	-1.3	-1.6	-8.2	0.6	6.3	0.1	-6.2	-0.2	0.0
12	C=CCOCCN1C(=O)C2C3C=CC(C2C1=O)C1C2C(=O)N(CCOCC=C)C(=O)C2C31 (stereo unspecified)	-1.8	2.1	-5.3	-0.7	1.4	-0.2	-3.0	0.7	3.2	-0.9	2.0
13	O=C(Nc1ccccc1NC(=O)C1CCCO1)c1ccco1 (stereo unspecified)	0.2	-0.4	-3.6	-0.4	0.3	0.4	-4.6	-0.3	-0.3	1.0	-0.2
14	CN(C)S(=O)(=O)Oc1ccccc1C(=O)Nc1ccc(F)cc1F	-1.0	1.5	1.8	-1.8	0.1	0.0	8.9	-1.4	0.0	-0.2	1.8
15	COc1ccc(C(=O)N(C)C2CCCN(Cc3ccccc3F)C2)cc1C (stereo unspecified)	-0.8	1.0	0.2	-1.1	-1.0	-0.6	4.1	0.7	0.5	-0.7	0.9
16	COc1ccc2oc(-c3cccc(NC(=O)CSc4ccc(Cl)cc4)c3)nc2c1	2.9	5.8	-5.9	-0.9	-5.7	0.4	-17.6	0.4	-4.7	1.6	3.5
17	NC(=O)CSc1nc2ccccc2c(=O)n1-c1ccccc1	-0.8	2.9	2.7	-0.8	-2.8	0.1	5.2	-0.9	-1.7	0.0	-1.9
18	COC(=O)c1cc(N=Nc2c(C)[nH]c3ccccc23)cc(C(=O)OC)c1	-0.7	0.1	10.6	-0.8	-4.0	0.0	-7.0	0.8	1.5	-0.4	3.3
19	COc1cccc(C=NNC(=O)C(C)SC(C)C(=O)NN=Cc2cccc(OC)c2)c1 (stereo unspecified)	-3.8	-0.4	0.2	-1.2	-1.6	-0.4	-2.0	-0.9	0.1	-0.7	-2.2
20	CC(NC(=O)C1CC12CCC2)c1ccccc1 (stereo unspecified)	1.6	0.9	-0.1	-1.7	-6.0	-0.8	1.4	-0.1	-5.8	-0.6	-0.3
21	Cc1ccc(S(=O)(=O)c2c(C)nn(C(C)(C)C)c2OC(=O)c2cccs2)cc1	-1.1	1.3	-0.6	-1.2	-1.1	-0.9	13.5	2.0	-0.9	-2.2	0.6
22	O=C(NCC1CCCO1)c1cccc(S(=O)(=O)Nc2ccccc2Cl)c1 (stereo unspecified)	-0.8	0.9	-1.9	-1.0	3.9	0.4	-14.8	1.7	7.5	-1.4	2.0
23	CC(C)CCNC(=O)c1cc2c(=O)[nH]c3ccccc3c2s1	-1.7	0.3	3.7	-0.5	9.8	-0.2	-57.8	0.4	5.8	0.1	3.3
24	Cc1nn(-c2ccccc2)c2sc(C(=O)N(CC(=O)NC(C)(C)C)Cc3ccco3)cc12	0.6	1.1	-0.6	-1.5	1.0	-0.9	1.8	0.8	-2.0	-0.6	-3.2
25	O=C(Cc1ccccc1)NNC(=O)C1CC=CCC1 (stereo unspecified)	-2.8	0.4	1.8	-0.9	4.2	0.0	1.8	1.5	-2.4	-0.9	-1.4
26	CNc1snc(C)c1C(=O)OC(C)C(=O)Nc1cccc(OC)c1 (stereo unspecified)	-2.8	0.4	0.7	-1.5	-1.2	-2.5	-4.9	-0.3	-0.5	-3.2	-0.9
27	COc1ccc(NS(=O)(=O)c2ccc(NC(=S)NC(=O)c3cccc(F)c3)cc2)nn1	8.2*	-3.9	-7.3	-0.8	2.8	0.1	-4.5	-0.8	7.0	0.4	-0.4
28	CC1=CCC[C@@H]2[C@@](C)(CC/C(C)=C/C(=O)O)[C@H](C)CC[C@@]12C	-1.4	-1.3	-3.5	-0.6	-0.8	0.1	4.8	-0.8	5.3	-1.6	0.9
29	CN(C)S(=O)(=O)c1ccc(NC(=O)N2CCOCC2)cc1	1.1	0.7	4.5	-1.2	0.0	-0.4	-4.1	0.0	-0.5	-0.7	0.4
30	COc1cc(C2=NOC(C(=O)NCc3ccco3)C2)cc(OC)c1OC (stereo unspecified)	3.2	-2.0	11.6	-1.2	-2.8	-2.0	8.0	-1.0	1.9	-1.5	0.9

Part of the list above in order of heavy-atom count, smallest number first.
no.	mol	SMARCA2 act	GAA850 FXN act	sPLA2-III inh	ssDAF12 agonist	NPR1 activator	DAX1 inh-1	ADAM10 inh	DAX1 inh-2	NPR2 activator	hcDAF12 agonist	hgDAF12 agonist
25	O=C(Cc1ccccc1)NNC(=O)C1CC=CCC1 (stereo unspecified)	-2.8	0.4	1.8	-0.9	4.2	0.0	1.8	1.5	-2.4	-0.9	-1.4
29	CN(C)S(=O)(=O)c1ccc(NC(=O)N2CCOCC2)cc1	1.1	0.7	4.5	-1.2	0.0	-0.4	-4.1	0.0	-0.5	-0.7	0.4
17	NC(=O)CSc1nc2ccccc2c(=O)n1-c1ccccc1	-0.8	2.9	2.7	-0.8	-2.8	0.1	5.2	-0.9	-1.7	0.0	-1.9
14	CN(C)S(=O)(=O)Oc1ccccc1C(=O)Nc1ccc(F)cc1F	-1.0	1.5	1.8	-1.8	0.1	0.0	8.9	-1.4	0.0	-0.2	1.8
15	COc1ccc(C(=O)N(C)C2CCCN(Cc3ccccc3F)C2)cc1C (stereo unspecified)	-0.8	1.0	0.2	-1.1	-1.0	-0.6	4.1	0.7	0.5	-0.7	0.9
27	COc1ccc(NS(=O)(=O)c2ccc(NC(=S)NC(=O)c3cccc(F)c3)cc2)nn1	8.2*	-3.9	-7.3	-0.8	2.8	0.1	-4.5	-0.8	7.0	0.4	-0.4
24	Cc1nn(-c2ccccc2)c2sc(C(=O)N(CC(=O)NC(C)(C)C)Cc3ccco3)cc12	0.6	1.1	-0.6	-1.5	1.0	-0.9	1.8	0.8	-2.0	-0.6	-3.2

The list continues.
no.	mol	SMARCA2 act	GAA850 FXN act	sPLA2-III inh	ssDAF12 agonist	NPR1 activator	DAX1 inh-1	ADAM10 inh	DAX1 inh-2	NPR2 activator	hcDAF12 agonist	hgDAF12 agonist
31	CCCCOC(=O)CSc1nnc(N)s1	-2.6	0.1	-1.0	-1.7	7.2	0.0	-8.2	0.3	2.9	-1.9	-0.3
32	CCOC(=O)Cc1c(C)nc2c(-c3ccc(Cl)cc3)c(C)nn2c1C	-1.5	2.2	-4.6	-1.4	6.8	0.1	-7.3	-1.3	-2.5	-0.3	-0.2
33	CC12CCC(=O)N1C(C(=O)Nc1ccc(Cl)c(S(=O)(=O)N3CCCCC3)c1)CS2 (stereo unspecified)	-3.9	0.4	-13.8	-1.3	-2.6	-1.7	4.8	-1.6	-1.6	-1.3	-5.0
34	CCCN(CC(=O)Nc1ccccc1C)C(=O)c1cccc(S(=O)(=O)N2CCN(c3ccccc3)CC2)c1	-0.7	-3.7	-2.5	-1.2	-0.7	-0.9	-0.8	-0.9	-1.3	-0.3	-0.2
35	O=[N+]([O-])c1ccc(O)c(/C=N/Nc2ccccn2)c1	-0.1	-3.2	4.2	-1.4	6.0	-3.8	23.8*	-3.5	-2.2	-4.7	-6.7
36	C[C@@H](C(=O)N1CCNCC1)n1cc(CCCN=C(N)N)nn1	0.5	0.4	9.5	-1.3	0.3	0.2	-11.3	1.6	4.8	-2.2	-0.9
37	COc1cc2c(cc1CNC[C@H]1O[C@@H](n3ccc(N)nc3=O)[C@H](O)[C@@H]1O)OCO2	-5.7	1.3	14.3	-0.1	1.4	-0.3	-19.5	2.7	3.4	-1.1	-1.1
38	COc1ccc(C(=O)N(C)CCCC2CCCC2)cc1OC1CCN(C(C)C)CC1	-1.3	-0.1	0.6	-0.9	-0.8	2.1	4.2	0.0	-7.6	-0.1	-0.4
